# Compound activity from PubChem.
# RAD52 anneal inh: RAD52 (human) annealing inhibition; AID 651710; P43351; 0.46% of 360,000 active; recombinant RAD52 DNA annealing, FRET fluorescence; inhibition, % at 18.7 µM;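 active = every replicate showing at least 50% inhibition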
# Xi reactivation: reactivates the inactive X chromosome in mouse fibroblasts. XiGFP mouse fibroblasts, % GFP-positive cells imaging, 3 d; cells co-treated with 5-aza-dC sensitizer; scaled so ellipticine positive control = 100%. activation, % at 7.58 µM. 0.055% of 360,000 active. AID 743238;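 active = mean normalized replicate activation at least 10% and every replicate at or above 10%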;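 also: 0% = median of on-plate neutral control wells and 100% = ellipticine 6 µM median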
#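 Assay system: SV40-immortalized XiGFP fibroblast cells, line 68-5-11; buffer or medium: DMEM plus 5-aza-dC sensitizer; compound: one concentration, pinned; timing: compounds 3 days, fix/stain 15 min at room temperature; benchmarks: positive control ellipticine, 6 µM final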
# FN deposit inh: fibronectin deposition inhibition | AH1F fibroblasts, Alexa488-fibronectin deposition fluorescence, overnight | inhibition, % at 12.6 µM | 0.086% of 350,000 active;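 active = mean inhibition across replicates of 30% or more, regardless of how many single replicates reach that level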;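 also: positive control wells lacked labelled fibronectin entirely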
#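 Material: AH1F fibroblast monolayer depositing Alexa488-labelled fibronectin into matrix / Amount: 10000 AH1F cells per well / Signal: fluorescence 485/525 nm / Medium: DMEM, 2% serum / Compound: single dose, pinned / Incubation: 1 h cell adhesion before compound, then overnight fibronectin incubation / Reagent: Alexa488-FN, 24 nM final / Read-out: inhibition of fibronectin deposition signal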
# E-sel inducer: induces E-selectin expression in human endothelial cells; P16581; HUVEC E-selectin immunofluorescence imaging; normalized: neutral wells 0, TNF-alpha wells 100; activation, % at 7.58 µM; 0.37% of 260,000 active; AID 686992;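 active = mean E-selectin-positive cell signal at least 10% of the positive control, reached in at least 60% of replicates, without over 20% cell loss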;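 also: in these data hits start at about 27%; measured in HUVEC primary endothelial cells; signal is the percent of cells scored E-selectin positive by PE staining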
#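 Test system: HUVEC | Signal: Immunofluorescence imaging | Read-out: Percent E-selectin-positive cells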
# esBAF inh: blocks esBAF chromatin remodeling in mouse ES cells | Bmi1-luciferase knock-in reporter, 24 h; 100% = twice the neutral-well signal | reporter increase, % at 12.5 µM | 2% of 350,000 active | AID 602393; in the data active = activation above about 40%;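 also: 0% = median of the plate's neutral control wells and 100% = double that signal; a rise in the Bmi1 reporter signal indicates esBAF inhibition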
# RAD54 branch: RAD54 (human) branch migration inhibition; RAD54 Holliday junction branch migration, FAM/BHQ fluorescence; inhibition, % at 10.4 µM; 0.14% of 360,000 active; AID 602329;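 active = mean normalized replicate activity at least 40 and at least half of replicates scoring 40 or more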;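 also: 0% = median of neutral control wells and 100% = median of positive control wells; inhibitors cause a drop in the FAM fluorescence signal; in these data hits start at about 50%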
# Target sequence (Q92698 whole entry, looked up): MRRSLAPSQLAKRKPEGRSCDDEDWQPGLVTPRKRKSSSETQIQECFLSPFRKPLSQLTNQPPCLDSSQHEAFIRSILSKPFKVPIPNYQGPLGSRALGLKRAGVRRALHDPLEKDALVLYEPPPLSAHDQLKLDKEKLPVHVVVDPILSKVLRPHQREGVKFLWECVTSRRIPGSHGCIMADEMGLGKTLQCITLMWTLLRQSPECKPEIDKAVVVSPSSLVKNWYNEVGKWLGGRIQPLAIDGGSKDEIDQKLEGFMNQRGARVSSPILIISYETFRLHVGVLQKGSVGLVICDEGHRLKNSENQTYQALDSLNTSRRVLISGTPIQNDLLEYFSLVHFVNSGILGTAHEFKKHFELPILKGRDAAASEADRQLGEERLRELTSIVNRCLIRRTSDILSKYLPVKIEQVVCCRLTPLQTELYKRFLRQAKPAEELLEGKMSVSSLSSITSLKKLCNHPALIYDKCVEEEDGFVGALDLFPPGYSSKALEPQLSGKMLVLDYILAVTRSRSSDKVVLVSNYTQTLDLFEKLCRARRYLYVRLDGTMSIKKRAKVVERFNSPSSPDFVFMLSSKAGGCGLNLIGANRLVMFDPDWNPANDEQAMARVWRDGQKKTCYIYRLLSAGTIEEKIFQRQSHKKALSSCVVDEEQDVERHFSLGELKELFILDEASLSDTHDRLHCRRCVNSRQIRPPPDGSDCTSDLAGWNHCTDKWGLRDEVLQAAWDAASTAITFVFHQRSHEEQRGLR
# S100A4 MyoIIA: S100A4-myosin IIA interaction inhibition; P26447; S100A4/TAMRA-MyoIIA peptide fluorescence polarization; inhibition, % at 10.7 µM; 0.14% of 360,000 active; AID 652163;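 active = mean inhibition of at least 70% across replicates, with every replicate also reaching that level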
# Target sequence (P26447 whole entry, looked up): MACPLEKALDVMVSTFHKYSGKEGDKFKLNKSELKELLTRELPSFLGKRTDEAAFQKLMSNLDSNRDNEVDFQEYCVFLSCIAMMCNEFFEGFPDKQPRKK
#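 Material: human S100A4 monomer with TAMRA-labelled myosin IIA peptide; buffer or medium: HEPES pH 7.2 with CaCl2, KCl, NaCl, DTT, Triton; compound dosing: one concentration per compound; schedule: 5 min incubation before reading; benchmarks: neutral control DMSO, positive control TFP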
# EWS-Fli inh: EWS/Fli transcriptional activity inhibition | A673 NR0B1-luciferase reporter, viability-normalised | inhibition, % at 12.6 µM | 0.67% of 350,000 active;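 active = mean inhibition of at least 50% after viability correction, with every replicate also passing that limit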;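 also: firefly luciferase signal divided by Alamar Blue viability fluorescence both relative to DMSO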
# The depositor's hits bear a star; . = not tested or not shown.
SMILES,RAD52 anneal inh,Xi reactivation,FN deposit inh,E-sel inducer,esBAF inh,RAD54 branch,S100A4 MyoIIA,EWS-Fli inh
CNC[C@H]1Oc2c(NC(=O)NC3CCCCC3)cccc2C(=O)N([C@@H](C)CO)C[C@@H]1C,.,-0.2,5.6,0.0,-2.8,.,.,-3.4
CN(C)S(=O)(=O)c1cccc(NC(=O)CCCC2CCCCC2)c1,-3.5,0.0,0.0,-0.3,.,-11.3,0.3,-21.5
C[C@H]1CCCCO[C@H](CN(C)S(=O)(=O)c2ccccc2)[C@@H](C)CN([C@@H](C)CO)C(=O)c2cc(NC(=O)Nc3cccc4ccccc34)ccc2O1,4.6,-0.1,-3.3,.,1.8,-9.2,-3.0,11.5
Cc1ccc(S(=O)(=O)N(C)C)cc1NC(=O)c1cccs1,-9.3,0.0,5.3,.,.,-3.8,-10.6,-2.8
C[C@@H]1CN([C@H](C)CO)C(=O)c2cc(NC(=O)c3ccncc3)ccc2O[C@H]1CN(C)S(=O)(=O)c1cccs1,-4.7,-0.8,0.7,0.0,0.8,4.0,-57.2,-6.1
CC(c1ccccc1)N(NC(=O)C(O)(c1ccccc1)c1ccccc1)C(=O)c1ccccc1 (stereo not given),-16.7,-0.1,-1.7,-1.1,.,4.7,8.1,11.4
COc1ccc(C2N(c3ccc(OC)cc3)C(=O)C3CCCN32)cc1 (stereo not given),-17.6,0.7,4.6,.,10.6,-9.7,-77.9,-7.8
O=C(CCl)NCc1c(Cl)cccc1-n1cccc1,-11.0,.,.,.,0.9,2.0,-2.6,6.0
CO[C@@H]1CN(C)C(=O)c2cc(NC(=O)c3nc4ccccc4s3)ccc2OC[C@@H](C)N(Cc2cncnc2)C[C@@H]1C,7.5,0.2,-0.9,-0.2,8.4,9.8,0.1,-8.1
OCCCNc1ncnc2c1[nH]c1ccccc12,16.8,0.1,11.4,-1.9,.,10.6,-1.7,7.5
O=C(O)c1cccc2c1C(=O)c1ccc(-c3ccc(OC(F)(F)F)cc3)cc1S2(=O)=O,-18.6,0.1,-4.2,0.3,-2.6,9.7,-2.0,1.2
COCC(=O)N(C)C[C@@H]1Oc2cc(-c3ccncc3)ccc2S(=O)(=O)N([C@@H](C)CO)C[C@H]1C,-10.4,-0.5,-9.8,0.7,-0.8,4.7,15.7,6.7
CCCn1nc2cc(C(=O)NC3CCCc4ccccc43)ccc2c1OCC (stereo not given),-11.2,0.0,8.9,.,0.8,3.6,0.4,0.1
CC(=O)Nc1ccc(NC(=O)C(C)Sc2nnc(C3CC3)n2-c2ccccc2)cc1 (stereo not given),4.8,-0.1,-2.7,-0.2,-4.8,.,1.2,-0.6
C[C@@H]1CN([C@H](C)CO)C(=O)c2cccc(NC(=O)c3cnccn3)c2O[C@@H]1CN(C)C(=O)Nc1ccc(F)cc1,0.1,0.0,.,-2.0,-1.7,3.3,19.0,7.8
CN(C)c1cccc(C(=O)Nc2cc(C(F)(F)F)ccc2-n2cnc3ccccc32)c1,-7.4,0.5,-0.9,.,.,.,-0.5,8.4
Cc1nc(SCC(=O)NCCc2ccc(Cl)cc2)nc(C)c1C,-12.8,.,.,.,4.8,.,0.8,-17.5
CCCC(=O)Nc1ccc2c(c1)C(=O)N(C)C[C@@H](OC)[C@@H](C)CN(C(=O)c1ccncc1)[C@@H](C)CO2,-0.7,-0.1,2.9,0.0,-8.2,-2.2,7.0,7.3
Cc1nn(CC(=O)OCC(=O)Nc2ccccc2[N+](=O)[O-])c(C)c1[N+](=O)[O-],0.8,0.0,7.0,0.5,.,-3.6,0.2,0.9
CCOc1ccc(C(=O)Nc2nnc(SCC(=O)NCC3CCCO3)s2)cc1OCC (stereo not given),5.4,0.2,11.2,-4.2,0.1,4.3,0.1,-2.9
CCCS(=O)(=O)NC(=O)C1(C)CCCN(C(=O)c2cc3ccccc3s2)C1 (stereo not given),10.4,-0.1,6.1,-0.1,2.4,-10.2,-1.2,8.8
O=C(CSc1nccc(=O)[nH]1)NC1CCCCCC1,-9.8,0.3,-0.8,-0.1,7.3,10.6,-1.4,-0.7
COc1ccccc1-n1cnc2c(c1=O)c1nc3ccccc3nc1n2CCc1ccccc1,-12.9,0.1,0.7,.,.,.,-4.5,-10.1
Cc1noc(C)c1S(=O)(=O)Nc1ccc2c(c1)CC(=O)N([C@H](C)CO)C[C@H](C)[C@@H](CN(C)Cc1ccc(Oc3ccccc3)cc1)O2,.,0.2,0.4,-0.1,-3.0,-3.8,.,10.5
Cc1cc(S(=O)(=O)n2cnc3cc([N+](=O)[O-])ccc32)ccc1Cl,-9.5,0.0,1.6,3.4,-5.6,1.0,5.0,6.7

# Some of these compounds in order of SMILES length, lowest first.
SMILES,RAD52 anneal inh,Xi reactivation,FN deposit inh,E-sel inducer,esBAF inh,RAD54 branch,S100A4 MyoIIA,EWS-Fli inh
Cc1nc(SCC(=O)NCCc2ccc(Cl)cc2)nc(C)c1C,-12.8,.,.,.,4.8,.,0.8,-17.5
CN(C)c1cccc(C(=O)Nc2cc(C(F)(F)F)ccc2-n2cnc3ccccc32)c1,-7.4,0.5,-0.9,.,.,.,-0.5,8.4
CNC[C@H]1Oc2c(NC(=O)NC3CCCCC3)cccc2C(=O)N([C@@H](C)CO)C[C@@H]1C,.,-0.2,5.6,0.0,-2.8,.,.,-3.4

# Single records, as listed above.
# Profile of Cc1cc(S(=O)(=O)n2cnc3cc([N+](=O)[O-])ccc32)ccc1Cl : RAD52 anneal inh: -9.5; Xi reactivation: 0.0; FN deposit inh: 1.6; E-sel inducer: 3.4; esBAF inh: -5.6; RAD54 branch: 1.0; S100A4 MyoIIA: 5.0; EWS-Fli inh: 6.7
# Profile of Cc1ccc(S(=O)(=O)N(C)C)cc1NC(=O)c1cccs1 : RAD52 anneal inh: -9.3; Xi reactivation: 0.0; FN deposit inh: 5.3; E-sel inducer: .; esBAF inh: .; RAD54 branch: -3.8; S100A4 MyoIIA: -10.6; EWS-Fli inh: -2.8

# The list continues:
SMILES,RAD52 anneal inh,Xi reactivation,FN deposit inh,E-sel inducer,esBAF inh,RAD54 branch,S100A4 MyoIIA,EWS-Fli inh
COc1cccc(C(NC(C)=O)c2nc(-c3cccc(C(=O)O)c3)cs2)c1 (stereo not given),-3.5,0.1,.,0.5,32.2,-22.4,2.2,-18.0
CCCc1nc2ccc(Cl)cn2c1Cc1ccsc1,-57.5,0.1,8.5,-0.3,33.7,-4.3,-2.7,-16.0
C[C@H](CO)N1C[C@H](C)[C@H](CN(C)Cc2ccc3c(c2)OCCN3C)OCc2ccccc2-c2ccccc2C1=O,2.1,0.2,2.8,-0.2,-2.1,-0.2,9.2,-12.0
CCOC(=O)c1c(NC(=O)CN2CCCCC2)sc(C)c1C,-7.8,0.2,-10.7,0.9,.,.,3.4,24.0
CCOC(=O)n1c(=O)n(C)c2ccc(Cl)cc21,-17.4,0.0,3.5,.,.,.,-2.0,3.1
O=S(=O)(NCC(c1cccnc1)N1CCN(Cc2ccccc2)CC1)c1cc(F)ccc1F (stereo not given),-0.7,0.0,.,-0.1,-2.6,-7.4,-2.0,.
N=C1C(c2nc(-c3cccc([N+](=O)[O-])c3)cs2)=C(O)CN1NC(=O)c1ccco1,0.3,0.4,0.1,.,.,.,-28.2,3.8
COc1ccccc1-c1ccc2c(c1)O[C@@H](CN(C)C(=O)c1ccccc1)[C@H](C)CN([C@@H](C)CO)S2(=O)=O,24.1,-0.3,.,0.5,-4.9,-10.5,42.2,18.7
CCN(CC)c1ccc(C(=O)NNC(=O)C2CSC3(C)CCC(=O)N23)cc1 (stereo not given),-8.2,-1.1,2.1,-0.3,6.3,5.7,9.0,-1.3
Cc1nc2ccc(C(=O)N/N=C/c3ccccc3O)cc2[nH]1,-10.8,0.0,2.3,1.3,31.2,2.0,-4.9,-49.5
C[C@H]1CN([C@@H](C)CO)S(=O)(=O)c2ccc(C#Cc3ccccn3)cc2O[C@@H]1CN(C)Cc1cccc(F)c1,-22.1,-0.1,.,0.9,-0.3,-5.1,0.7,14.8
O=C(CN1C(=O)NC2(CCCC2)C1=O)NNC(=O)c1ccc(Br)cc1,4.5,0.0,2.5,-0.1,-5.2,-6.0,-8.5,-6.3
CC(=O)c1ccc(N2CCN(C(=O)CCS(=O)(=O)c3ccc4c(c3)NC(=O)CS4)CC2)cc1,-37.4,-0.1,0.6,1.2,7.5,-2.2,-1.0,.
Cc1cccc(NC(=S)N(CCCN(C)C)Cc2cc3cc4c(cc3[nH]c2=O)OCO4)c1,10.5,0.0,-2.7,.,-6.1,.,-2.8,7.6
Cc1ccc(-c2nc(SCC(=O)NCC3CCCO3)c(-c3ccccc3)[nH]2)cc1 (stereo not given),-11.3,0.3,-8.7,2.2,-15.5,-7.2,3.2,1.9
CC1CN(C(=S)NC2CCCC2)CC(C)O1 (stereo not given),-5.7,0.1,1.5,-0.1,.,8.4,-3.1,.
CSc1cccc(NC(=S)N2CCC(N(C)C3CCCCC3)CC2)c1,6.5,.,6.6,-0.2,-5.6,8.5,10.0,12.8
CC(=O)c1c(C)[nH]c(C(=O)Nc2cccc(C)n2)c1C,-19.3,0.4,4.6,-0.5,-6.4,5.3,-18.2,12.2
C[C@@H]1CCCCO[C@H](CN(C)S(=O)(=O)c2ccccc2)[C@H](C)CN([C@H](C)CO)C(=O)c2cc(NC(=O)Nc3ccc(C(F)(F)F)cc3)ccc2O1,-3.1,0.4,5.9,0.0,1.9,0.2,10.1,3.8
C[C@H](CO)N1C[C@H](C)[C@H](CN(C)Cc2cncnc2)Oc2ncc(C#CC(C)(C)O)cc2C1=O,-4.8,-0.9,-5.8,0.1,6.2,0.2,-0.5,-8.3
Cc1ccc(NC(=S)N(CCCN2CCOCC2)Cc2ccco2)cc1,-9.9,0.0,7.1,.,.,.,1.6,8.1
C[C@@H]1NC(=O)c2cc([N+](=O)[O-])cc(F)c2NCCC[C@@H](C(N)=O)NC(=O)[C@H](CC(N)=O)NC1=O,6.0,0.0,1.7,-0.1,-7.3,-6.3,1.0,-3.0
C[C@@H]1CN([C@H](C)CO)C(=O)c2cc(NS(C)(=O)=O)ccc2O[C@@H](C)CCCCO[C@@H]1CN(C)C(=O)c1ccccc1,-3.5,-1.2,.,0.0,2.4,3.5,3.6,2.3

# Two compounds from above, reduced to RAD54 branch and RAD52 anneal inh:
structure | RAD54 branch | RAD52 anneal inh
Cc1ccc(-c2nc(SCC(=O)NCC3CCCO3)c(-c3ccccc3)[nH]2)cc1 (stereo not given) | -7.2 | -11.3
Cc1nc2ccc(C(=O)N/N=C/c3ccccc3O)cc2[nH]1 | 2.0 | -10.8
